Assay outcomes: PubChem BioAssay, several laboratories
ssDAF12 agonist: S. stercoralis DAF-12 nuclear receptor activators, primary screen, cell-based, luminescence, HEK293, GRIP1 co-expression, lit1-tk-luc. activation, % at 6.8 µM. hit rate 1% among 370,000. Nuclear hormone receptor DAF-12 (Strongyloides stercoralis). AID 652126, 2013. HEK293 ssDAF-12/GRIP1 lit1-tk-luc reporter; % of 3 µM dafachronic acid response;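 active = activation above the mean over all tested compounds plus 3 SD, cut at about 0.9% in these data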;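 note: 0% = DMSO-only wells and 100% = 3 µM delta7-dafachronic acid wells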
PLCb3 inh: human PLC-beta3 inhibitors, primary screen, biochemical, fluorescence. Purified PLC-beta3, fluorogenic substrate. inhibition, % at 12.2 µM. hit rate 0.18% among 370,000. 1-phosphatidylinositol 4,5-bisphosphate phosphodiesterase beta-3 (Homo sapiens), Q01970; in the data active = inhibition above about 11%;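 note: 0% = median of compound wells on plate and 100% = full blocker control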
SMARCA2 act: SMARCA2 (BRM) function activators, primary screen, cell-based, luminescence, high throughput. activation, % at 9.1 µM. hit rate 1% among 370,000. MG213 cells, MMTV-luciferase reporter, dexamethasone, overnight; in the data active = activation above about 7.8%;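 note: 0% = vehicle wells and 100% = reference activator wells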
DAX1 inh-1: DAX1 (NR0B1) inhibitors on StAR promoter, primary screen, cell-based, luminescence, SF-1 (NR5A1), full-length DAX-1; inhibition, % at 6.8 µM; AID 652010, 2013; HEK293T StAR-luciferase reporter, SF-1/DAX-1 repression relief; hit rate 1.1% among 370,000;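 active = inhibition above the mean over all tested compounds plus 3 SD, cut at about 3.6% in these data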;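 note: 0% = DAX-1 cells with DMSO and 100% = cells lacking DAX-1 with DMSO; higher inhibition means more luminescence from relief of DAX-1 repression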
ADAM17 inh: ADAM17 inhibitors, primary screen, biochemical, QFRET. AID 720648, 2013. inhibition, % at 6.95 µM. Disintegrin and metalloproteinase domain-containing protein 17 (Homo sapiens), P78536. recombinant ADAM17, EDANS/DABCYL FRET peptide cleavage. hit rate 0.83% among 370,000;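 active = inhibition above the mean of compounds lying between control limits plus 3 SD, set per campaign, cut at about 8.5% in these data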;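 note: 0% = DMSO-only wells as the low control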
hgDAF-12 ag: H. glycines DAF-12 receptor agonists, primary screen, cell-based, luminescence, HEK293, GAL4 fusion, UAS-luciferase | Nuclear hormone receptor DAF-12 (Heterodera glycines), GAL4 fusion | HEK293 GAL4-hgDAF12 UAS-luciferase reporter, agonist luminescence; normalized to butyrate control | activation, % at 6.8 µM | hit rate 1.8% among 370,000;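 active = activation above a cutoff set at the mean of all screened compounds plus 3 SD, cut at about 10% in these data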;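 note: 0% = DMSO wells and 100% = sodium butyrate wells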
PLC-gamma1 inh: PLC-gamma1 enzyme inhibitors, primary screen, biochemical, fluorescence, purified enzyme. 1-phosphatidylinositol 4,5-bisphosphate phosphodiesterase gamma-1 (Homo sapiens), P19174. fluorogenic substrate. inhibition, % at 12.2 µM. hit rate 0.84% among 370,000. AID 720700, 2013; in the data active = inhibition above about 9.5%
hcDAF12 agonist: H. contortus DAF-12 nuclear receptor activators, primary screen, cell-based, luminescence, HEK293, lit1-tk-luc reporter | HEK293 hcDAF-12 lit1-tk-luc reporter; 0% DMSO, 100% Δ7-dafachronic acid | activation, % at 6.8 µM | hit rate 1.4% among 370,000 | AID 652067, 2013;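 active = activation above the mean of all tested compounds plus 3 SD, cut at about 5.5% in these data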;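 note: 100% = response to 3 µM Δ7-dafachronic acid high control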
DAX1 inh-2: DAX1 (NR0B1) inhibitors, primary screen, cell-based, HEK293, Gal4-DAX1, luciferase luminescence; Nuclear receptor subfamily 0 group B member 1 (Homo sapiens), P51843; HEK293 Gal4-DAX1 luciferase reporter; inhibition, % at 6.75 µM; hit rate 0.99% among 340,000; AID 504766, 2011;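 active = inhibition above the mean over all tested compounds plus 3 SD, cut at about 4.2% in these data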;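 note: 0% = DAX1-transfected cells with DMSO and 100% = empty-vector control cells with DMSO; inhibition shows as a rise in luminescence from relieved DAX1 repression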
Target sequence (P51843 207-470 limits assumed): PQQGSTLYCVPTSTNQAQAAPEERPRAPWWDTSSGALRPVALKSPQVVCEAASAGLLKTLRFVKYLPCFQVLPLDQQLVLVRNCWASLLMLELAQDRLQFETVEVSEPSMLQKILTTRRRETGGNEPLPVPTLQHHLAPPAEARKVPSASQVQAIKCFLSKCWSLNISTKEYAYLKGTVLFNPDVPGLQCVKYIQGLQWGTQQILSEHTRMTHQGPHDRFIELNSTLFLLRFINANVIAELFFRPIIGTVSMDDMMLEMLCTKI
MBD2 inh: inhibitors of MBD2 binding to methylated DNA, primary screen, biochemical, TR-FRET, DNA-binding domain, human | inhibition, % at 4.4 µM | Methyl-CpG-binding domain protein 2 (Homo sapiens), Q9UBB5 | MBD2 binding to methylated oligonucleotide | hit rate 0.31% among 370,000; in the data active = inhibition above about 13%
Target sequence (Q9UBB5 whole entry, looked up, the tested form may be a part): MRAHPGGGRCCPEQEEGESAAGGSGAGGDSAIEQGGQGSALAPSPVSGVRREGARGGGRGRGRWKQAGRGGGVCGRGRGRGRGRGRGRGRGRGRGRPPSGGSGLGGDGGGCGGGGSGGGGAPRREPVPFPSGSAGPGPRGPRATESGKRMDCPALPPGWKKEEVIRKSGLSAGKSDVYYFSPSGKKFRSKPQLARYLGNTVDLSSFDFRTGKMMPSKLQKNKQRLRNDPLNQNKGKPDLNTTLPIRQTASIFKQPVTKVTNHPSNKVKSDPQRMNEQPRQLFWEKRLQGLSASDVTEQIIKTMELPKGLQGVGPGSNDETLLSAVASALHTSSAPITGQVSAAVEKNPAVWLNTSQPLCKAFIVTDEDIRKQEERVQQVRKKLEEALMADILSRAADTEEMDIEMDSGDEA
Rev-erbA mod: modulators of Rev-erb alpha DNA binding, primary screen, biochemical, FITC-DNA, fluorescence polarization, uHTS. Rev-erbα–FITC-DNA binding, 90 min. hit rate 0.79% among 370,000. Nuclear receptor subfamily 1 group D member 1 (Homo sapiens), P20393. activity, % at 10 µM;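 active = activity above about 14%, limit read from the data; passing the limit was not always enough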;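 note: 0% = DMSO wells with 35 nM protein and 100% = DMSO wells with 750 nM protein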
Numbers without * were called inactive; . = no result given.

#1 COc1ccccc1NS(=O)(=O)c1ccc2c(c1)CCN2C(=O)CCC(=O)O
#2 Cc1ccc(NC(=S)N2CCC(C(N)=O)(N3CCCCC3)CC2)c(C)c1
#3 CCOc1ccc(N2C(=O)CSC2c2ccncc2)cc1 (stereo not drawn)
#4 CC(OC(=O)/C=C/c1ccccc1)C(=O)N1CCc2ccccc21 (stereo not drawn)
#5 COc1ccc(OC)c2sc(N(CCCN(C)C)C(=O)CCS(=O)(=O)c3ccccc3)nc12
#6 COc1ccc(CC(=O)NC2CCCCN(Cc3ccc(Cl)cc3)C2=O)cc1OC (stereo not drawn)
#7 CC(C)c1ccc(NC(=O)CCNS(=O)(=O)c2ccc3[nH]c(=O)oc3c2)cc1
#8 CCc1cc(-c2n[nH]c(=S)n2CC)cs1
#9 CN(CC(=O)Nc1ccccc1Br)C(=O)COc1ccc2ccccc2c1
#10 C[C@@H]1COc2cccc(NCCO)c2S(=O)(=O)N1

Assay by compound | 1 | 2 | 3 | 4 | 5 | 6 | 7 | 8 | 9 | 10
ssDAF12 agonist | -1.1 | -1.3 | -0.7 | -0.7 | -0.6 | -1.2 | -1.2 | -1.6 | -0.6 | -1.2
PLCb3 inh | -5 | -6 | 2 | -8 | -12 | 3 | -8 | -2 | -9 | 0
SMARCA2 act | -2 | -3 | -2 | -1 | 9.9* | -1 | -2 | 0 | -1 | -5
DAX1 inh-1 | -0.1 | 0.1 | -0.8 | 1.0 | 1.4 | -2.4 | -0.3 | 0.2 | 0.1 | 0.9
ADAM17 inh | -1 | -4 | -1 | -1 | -5 | -6 | -4 | 2 | 0 | 0
hgDAF-12 ag | 5.3 | 0.8 | 5.7 | 2.1 | -2.6 | -6.0 | 2.0 | -1.3 | -2.4 | 0.3
PLC-gamma1 inh | 1 | 1 | -2 | 0 | -2 | 6 | -1 | -2 | -1 | -2
hcDAF12 agonist | -1.1 | 1.8 | -1.2 | -0.7 | -0.6 | -2.8 | -1.3 | -1.0 | -0.2 | -0.3
DAX1 inh-2 | 0.5 | 0.6 | 2.4 | 1.2 | -2.9 | . | -0.6 | 0.2 | 0.1 | .
MBD2 inh | 6 | 8 | 1 | 0 | 1 | 3 | 2 | -5 | 7 | 3
Rev-erbA mod | -5 | -1 | 0 | 4 | 4 | 4 | -5 | -3 | 10 | 0

#11 COc1cc(NC(=O)c2ccc(C)cc2C)ccc1NC(=O)c1cc2ccccc2o1
#12 CCC(C)(C)c1ccc(OCCN2C(=O)NC(C)(C)C2=O)cc1
#13 COc1ccc(-c2noc(CCC(=O)N3CCN(Cc4ccccc4)CC3)n2)cc1
#14 CC(=O)Nc1ccc(Nc2nc(C)c([N+](=O)[O-])c(N(C)c3ccccc3)n2)cc1
#15 O=c1[nH]c2c(c(=O)[nH]1)CCC2
#16 Nc1c(-c2ccccc2)cnn1-c1ccccc1
#17 Cc1ccc(S(=O)(=O)NN=Cc2ccccc2Cl)cc1
#18 O=C(NNC1CCN(Cc2ccccc2)CC1)c1ccccc1
#19 CCOC(=O)CCCNC(=O)OC1CCC12CCC(c1ccccc1)CC2 (stereo not drawn)
#20 O=C(CCN1CCc2ccccc2C1)Nc1ccc(F)cc1

Assay by compound | 11 | 12 | 13 | 14 | 15 | 16 | 17 | 18 | 19 | 20
ssDAF12 agonist | 0.8 | -0.7 | -1.0 | -1.8 | -2.0 | -0.5 | -0.6 | -0.2 | -1.4 | -0.9
PLCb3 inh | -5 | 2 | -5 | -5 | -1 | -1 | 0 | 2 | -5 | 1
SMARCA2 act | -2 | -4 | -1 | -6 | -6 | 6 | 3 | 5 | 0 | 7
DAX1 inh-1 | 0.2 | -1.1 | -0.5 | -1.2 | -0.4 | 0.3 | -0.1 | 2.7 | -1.4 | 0.5
ADAM17 inh | 5 | 2 | -1 | 2 | -3 | -3 | -1 | 0 | 2 | 1
hgDAF-12 ag | -1.3 | 6.8 | 0.1 | -4.1 | -3.5 | 8.3 | 1.5 | 11* | 2.3 | -1.3
PLC-gamma1 inh | 2 | -1 | 1 | 2 | 4 | -1 | 3 | -1 | -2 | 6
hcDAF12 agonist | -2.8 | -1.9 | -2.3 | -4.3 | -0.5 | 1.8 | 0.7 | -0.6 | 0.9 | 0.5
DAX1 inh-2 | 1.7 | 0.1 | -0.1 | -4.8 | -0.6 | 1.9 | 0.7 | 0.4 | . | 1.3
MBD2 inh | 0 | 1 | 3 | 0 | 6 | -1 | -2 | -3 | 0 | 3
Rev-erbA mod | -1 | -3 | 3 | 3 | 2 | 0 | -3 | -1 | 10 | -5

#21 Cc1cc(C)nc(CCNC(=O)c2cc(COc3ccc(F)cc3Cl)on2)n1
#22 Oc1ccccc1C1NN=C(c2ccccc2)S1 (stereo not drawn)
#23 CSc1ccccc1C(=O)Nc1c(C)cccc1C
#24 CC1CCc2cc(F)ccc2N1C(=O)c1cccs1 (stereo not drawn)
#25 O=C(OCC(=O)N1CCN(c2ccccc2)CC1)c1cnc(Cl)c(Cl)c1
#26 CC(C)C[C@H](NC(=O)c1[nH]cnc1C(=O)Nc1ccccc1F)C(=O)OC(C)(C)C
#27 COc1ccc(Nc2nc(C(=O)N3CCc4cc(OC)c(OC)cc4C3)cs2)cc1
#28 Clc1ccc(Cl)c(-c2nn3c(Cn4cnc5ccccc54)nnc3s2)c1
#29 O=C(O)c1ccc(CSCc2ccccc2Cl)o1
#30 COc1cccc(C(=O)NC(c2ccccc2)C2CCCC2)c1 (stereo not drawn)

Assay by compound | 21 | 22 | 23 | 24 | 25 | 26 | 27 | 28 | 29 | 30
ssDAF12 agonist | -1.5 | 4.2* | -1.6 | -1.8 | -1.3 | -1.3 | -2.4 | -1.8 | -1.1 | -0.8
PLCb3 inh | -7 | -149 | -7 | -3 | -5 | 3 | -9 | 4 | -6 | -1
SMARCA2 act | -2 | 5 | -1 | -1 | -3 | -2 | -2 | -1 | -3 | 1
DAX1 inh-1 | -0.3 | 4.1* | -0.7 | -0.9 | -0.7 | -0.4 | -1.6 | 0.6 | -0.2 | -0.8
ADAM17 inh | -2 | -3 | -2 | -5 | -1 | 2 | -2 | -5 | -5 | -5
hgDAF-12 ag | -2.2 | 16* | -1.8 | -0.1 | -0.4 | 0.7 | -6.3 | -0.8 | -1.4 | -1.8
PLC-gamma1 inh | 6 | -126 | 3 | -1 | 1 | -2 | -2 | 0 | 1 | 3
hcDAF12 agonist | 1.1 | 20* | -0.1 | 0.2 | -1.6 | -1.7 | -3.4 | 1.1 | -2.0 | -0.6
DAX1 inh-2 | 0.4 | 3.1 | -0.7 | -0.6 | . | 2.3 | -3.9 | -0.6 | -0.5 | -0.3
MBD2 inh | -4 | 2 | 0 | 1 | -3 | 5 | -1 | -6 | 0 | 5
Rev-erbA mod | 1 | 3 | -3 | -3 | 3 | 8 | 4 | -4 | -4 | 1

#31 COc1cccc(-n2c(SCC(N)=O)nnc2-c2ccncc2)c1
#32 C=CCN1C(=O)C2C3CC(=O)C(c4ccccc43)C2C1=O (stereo not drawn)
#33 Cc1cc(C)c(S(=O)(=O)N2CCCC2=O)c(C)c1N(C)S(C)(=O)=O
#34 CCSc1nnc(CSc2ncccn2)n1C
#35 CCCCN(C)S(=O)(=O)c1ccc(C(=O)Nc2nnc(C3=COCCO3)o2)cc1
#36 Nc1nonc1-n1nncc1-c1ccccc1
#37 Cc1nc2ccc(C(=O)Nc3cccc(OCC(=O)N(C)C)c3)cn2c1N(C)CC1CCCCC1
#38 CC(C)c1ccc(N(C(=O)c2csnn2)C(C(=O)NC2CCCC2)c2cccnc2)cc1 (stereo not drawn)
#39 CCc1cc2c(NCCN3CCCCC3)ncnc2s1
#40 CCN1C(=O)C(C)C=C(C)C=C1C (stereo not drawn)
#41 COc1ccc(CN2CCNC(=O)C2CC(=O)N2CCCN(C(C)=O)CC2)cc1OC (stereo not drawn)
#42 Cc1ccc(C)c(NS(=O)(=O)c2ccc(OCC(=O)NCc3cccnc3)cc2)c1
#43 C/C(=N/NC(=O)c1ccccc1)C1=C(O)CC(C)(C)CC1=O

Assay by compound | 31 | 32 | 33 | 34 | 35 | 36 | 37 | 38 | 39 | 40 | 41 | 42 | 43
ssDAF12 agonist | 0.0 | -1.4 | -0.6 | -1.9 | -1.3 | -1.0 | -1.9 | -1.0 | 0.2 | -1.1 | -1.4 | -1.8 | -0.9
PLCb3 inh | 5 | 5 | -6 | -8 | 1 | 4 | -11 | -7 | -2 | 5 | -10 | 1 | 0
SMARCA2 act | -1 | -1 | 2 | 1 | -2 | 0 | -2 | -1 | -2 | 3 | 1 | 5 | 5
DAX1 inh-1 | 0.2 | 2.2 | 0.2 | 0.4 | -0.5 | 0.2 | -1.5 | 0.4 | 0.7 | 0.4 | 0.4 | -2.1 | 1.8
ADAM17 inh | -2 | 4 | 1 | -5 | 4 | -6 | 2 | -3 | -8 | -1 | -5 | 1 | 1
hgDAF-12 ag | -0.1 | 0.4 | -1.3 | -2.5 | -1.5 | -2.6 | -0.2 | 0.6 | 0.2 | -2.0 | 2.6 | -5.4 | 14*
PLC-gamma1 inh | 1 | 5 | -3 | -2 | -1 | -1 | -7 | 1 | 0 | 3 | 0 | 3 | -2
hcDAF12 agonist | -1.5 | 0.9 | 0.3 | -0.8 | 1.7 | -1.2 | -3.3 | -0.6 | -1.3 | 0.4 | -0.6 | -4.5 | 3.5
DAX1 inh-2 | 0.8 | . | 0.1 | -0.6 | 0.1 | -0.4 | . | 1.1 | 0.0 | 2.7 | -0.2 | -2.4 | 1.9
MBD2 inh | 1 | 1 | 5 | 2 | 1 | -5 | -2 | 1 | 0 | 3 | 0 | 0 | -2
Rev-erbA mod | -4 | -8 | 2 | -4 | 2 | -8 | -1 | 3 | -3 | -3 | 1 | -1 | 4

Part of the list above, with values under each structure.
The line under a structure holds: ssDAF12 agonist | PLCb3 inh | SMARCA2 act | DAX1 inh-1 | ADAM17 inh | hgDAF-12 ag | PLC-gamma1 inh | hcDAF12 agonist | DAX1 inh-2 | MBD2 inh | Rev-erbA mod
[34] CCSc1nnc(CSc2ncccn2)n1C
  -1.9 | -8 | 1 | 0.4 | -5 | -2.5 | -2 | -0.8 | -0.6 | 2 | -4
[41] COc1ccc(CN2CCNC(=O)C2CC(=O)N2CCCN(C(C)=O)CC2)cc1OC (stereo not drawn)
  -1.4 | -10 | 1 | 0.4 | -5 | 2.6 | 0 | -0.6 | -0.2 | 0 | 1
